Bioassay records (PubChem BioAssay)
FLuc counter: qHTS profiling assay for firefly luciferase inhibitor/activator using purifed enzyme and Km concentrations of substrates (counterscreen for miR-21 project); 6.9% of 360,000 active; purified FLuc, Km substrates, luminescence inhibition; Potency, µM (doses to about 57.5 µM), for the others: at the highest dose activity change, negative = inhibition, hits mostly inhibitors;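 note: potency is the fitted concentration of half-maximal effect; plate controls were vehicle for no effect and reference inhibitor for full effect; nearly all actives have a fitted effect of over 55% in size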
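Purified P. pyralis luciferase (10nM final) with 10uM D-luciferin and 10uM ATP (Km levels) in 50mM Tris acetate pH 7.5, 10mM Mg acetate, 0.01% Tween-20, 0.05% BSA; qHTS 6-point titration, ~60 µM downward; luminescence read.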
ELG1 genotox: qHTS screen for small molecules that induce genotoxicity in human embryonic kidney (HEK293T) cells expressing luciferase-tagged ELG1 | HEK293T ELG1-luciferase reporter, luminescence, 16 h | 1.3% of 330,000 active | Potency, µM (highest dose often 46 µM), inactives show at the highest dose activity change, positive = activation, usual class: activators | AID 504466, 2011; note: potency is the fitted concentration of half-maximal effect; % of control where 0% means no effect; nearly all actives have a fitted effect of over 60% in size
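HEK293T cells expressing luciferase-tagged ELG1 were exposed to compound or DMSO vehicle for 16 hr at 37 °C and 5% CO2. Luciferase activity was then measured with ONE-Glo after 30 min at room temperature.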
KCNH2 3.1 block: qHTS for Inhibitors of KCHN2 3.1: Mutant qHTS; U2OS KCNH2 3.1, thallium flux FluxOr; stronger effect = lower value; activity change, % (tested at about 1.8 µM); 0.95% of 340,000 active; AID 720553, 2013;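 active = maximum activity change below -70%; inconclusive = maximum activity change from -70% to -50%; inactive = maximum activity change above -50%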;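 note: thallium influx rate constant from kinetic fluorescence after stimulation buffer; % is set by controls: 0 for no effect and ±100 for the full control effect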
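Thallium flux via FluxOr fluorescence (Red40 quencher, 45 min loading) in U2OS cells virally expressing the KCNH2 3.1 isoform (1.77 x 10^8 /mL virus, overnight at 37 C). Rate constants from 2-min kinetic reads post-stimulation, normalised to positive and negative controls.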
NPC1 promoter act: qHTS Assay for NPC1 Promoter Activators; Huh7 NPC1 promoter luciferase reporter, 24 h; Potency, µM (top dose mostly 9.22 µM), inactives show at the top dose activation, most hits filed as activators; 2.4% of 320,000 active;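 note: potency is the fitted concentration of half-maximal effect; % of control where 0% means no effect; nearly all actives have a fitted effect of over 60% in size; reporter is driven by a mutant NPC1 promoter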
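Stably transfected Huh7 (NPC1 promoter→luciferase), 1500 cells/well in Opti-MEM + 10% FBS, 2 h settle, then compound 24 h at 37 °C. Luminescence after 10 min with Amplite reagent.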
Rab9 prom act: qHTS Assay for Rab9 Promoter Activators | Huh7 Rab9 promoter-luciferase reporter, luminescence, 24 h | Potency, µM (highest dose often 9.22 µM), for inactives: at the top dose activation, negative = inhibition, actives largely listed as activators | 2.8% of 320,000 active; note: potency is the fitted concentration of half-maximal effect; % of control where 0% means no effect; nearly all actives have a fitted effect of over 60% in size
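Huh7 reporter line, Rab9 promoter upstream of luciferase. Compound exposure 24 h at 37 °C in reduced-serum medium with 10% FBS. Read-out: luminescence.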
VP16 counter: VP16 counterscreen qHTS for inhibitors of ROR gamma transcriptional activity; Potency, µM (series often up to 53.6 µM), without a hit: at the top dose activity, negative = inhibition, actives largely listed as inhibitors; 3.5% of 310,000 active; Drosophila S2 Gal4-VP16 UAS-luciferase, luminescence, 20 h;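 note: Gal4-VP16 expression switched on by copper sulfate through the metallothionein promoter; potency is the fitted concentration of half-maximal effect; % is set by controls: 0 for no effect and ±100 for the full control effect; nearly all actives have a fitted effect of over 50% in size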
Tb PFK inh: qHTS Assay to Find Inhibitors of T. brucei phosphofructokinase | ATP-dependent 6-phosphofructokinase (Trypanosoma brucei brucei), O15648 | T. brucei PFK, ADP-Glo luminescence | Potency, µM (titrated, usually from 57.5 µM), without a hit: top-dose activity, negative = inhibition, hits mostly inhibitors | 0.17% of 330,000 active | AID 485367, 2010;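 note: potency is the fitted concentration of half-maximal effect; 0% = uninhibited 1x PFK enzyme wells and -100% = no-enzyme wells; nearly all actives have a fitted effect of over 60% in size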
Target sequence (O15648 whole entry, looked up): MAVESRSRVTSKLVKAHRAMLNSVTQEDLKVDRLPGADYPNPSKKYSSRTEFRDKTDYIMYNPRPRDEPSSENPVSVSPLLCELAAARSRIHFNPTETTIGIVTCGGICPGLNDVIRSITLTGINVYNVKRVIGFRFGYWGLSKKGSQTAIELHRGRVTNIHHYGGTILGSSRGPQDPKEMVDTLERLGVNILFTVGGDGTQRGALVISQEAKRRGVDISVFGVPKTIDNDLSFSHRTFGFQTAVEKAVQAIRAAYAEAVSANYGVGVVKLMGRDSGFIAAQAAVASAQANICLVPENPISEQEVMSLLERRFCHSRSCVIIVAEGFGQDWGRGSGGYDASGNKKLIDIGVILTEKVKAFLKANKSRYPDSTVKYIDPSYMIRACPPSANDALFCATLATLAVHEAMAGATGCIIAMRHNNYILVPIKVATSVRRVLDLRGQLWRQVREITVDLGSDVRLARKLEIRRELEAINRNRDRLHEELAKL
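Activity is normalized to no-enzyme wells (full inhibition) and 1.25 nM enzyme wells (no inhibition). Reaction: 0.5 mM F6P, 0.1 mM ATP, 45 min RT, ADP-Glo luminescence; concentration-response curves fitted and classed by quality.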
Giardia kill: Small Molecules that selectively kill Giardia lamblia: qHTS; Giardia lamblia trophozoite viability; activity change, % at 7.66 µM, hits read low; 0.15% of 340,000 active; AID 540267, 2011; in the data active = activity change below about -80%; inconclusive = between about -30% and that limit;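 note: parasites exposed to compound for two days anaerobically before the ATP read; % is set by controls: 0 for no effect and ±100 for the full control effect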
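Trophozoites 100 cells/well + cpd; 48 hrs, 37 deg C, anaerobic. ATPLite 1-Step added, 15-30 min RT, luminescence read (ATP-based viability).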
RORg inh: qHTS for inhibitors of ROR gamma transcriptional activity; Potency, µM (doses to about 53.6 µM), for inactives: at the top dose activity change, negative = inhibition, hits mostly inhibitors; Nuclear receptor ROR-gamma (Mus musculus), P51450; Drosophila S2 Gal4-RORgamma UAS-luciferase reporter, 20 h; AID 2551, 2010; 5.4% of 310,000 active; note: potency is the fitted concentration of half-maximal effect; % is set by controls: 0 for no effect and ±100 for the full control effect; nearly all actives have a fitted effect of over 60% in size
Target sequence (P51450 whole entry, looked up, the tested form may be a part): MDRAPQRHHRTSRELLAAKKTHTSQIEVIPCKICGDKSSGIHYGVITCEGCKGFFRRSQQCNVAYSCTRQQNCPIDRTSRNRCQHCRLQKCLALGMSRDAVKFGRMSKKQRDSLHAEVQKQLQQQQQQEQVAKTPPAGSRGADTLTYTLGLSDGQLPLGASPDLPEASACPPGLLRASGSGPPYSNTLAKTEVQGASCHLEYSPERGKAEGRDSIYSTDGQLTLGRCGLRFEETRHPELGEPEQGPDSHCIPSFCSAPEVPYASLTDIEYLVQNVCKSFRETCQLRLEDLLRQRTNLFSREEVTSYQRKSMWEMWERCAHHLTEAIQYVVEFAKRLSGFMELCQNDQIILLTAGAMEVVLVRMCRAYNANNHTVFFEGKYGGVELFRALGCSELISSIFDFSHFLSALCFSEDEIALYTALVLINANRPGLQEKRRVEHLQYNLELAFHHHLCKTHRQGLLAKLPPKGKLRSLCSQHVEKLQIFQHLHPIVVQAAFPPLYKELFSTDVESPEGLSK
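Stable Schneider cell line, Gal4 DNA-binding domain fused to ROR gamma, UAS-luciferase. Cmpd 1 hr RT → CuSO4 700 uM final → 20 hr RT → luciferase reagent 10 min → luminescence.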
FBPA coupling cs: qHTS Assay for Inhibitors of Fructose-1,6-bisphosphate Aldolase from Giardia Lamblia: Coupling assay counterscreen. coupling enzyme system counterscreen, AmpLite Red fluorescence. activity change, negative = inhibition, % at 58.2 µM, hits read low. 0.67% of 290,000 active. AID 2472, 2010; in the data active = activity change below about -30%; note: % is set by controls: 0 for no effect and ±100 for the full control effect
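Counterscreen lacking aldolase: glyceraldehyde-3-phosphate coupling-enzyme reagent preincubated 10 min at RT with compound (at 57.5 uM final), then substrate/coupling system with AmpLite Red added; fluorescence read at 525/598 nm after 20 min RT.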
uPA surface inh: qHTS for Inhibitors of Cell Surface uPA Generation. cell surface uPA generation assay, qHTS. Potency, µM (highest dose often 38.3 µM), without a hit: top-dose activity change, negative = inhibition, hits mostly inhibitors. 0.31% of 330,000 active. AID 540303, 2011; active = well fitted inhibition curve with a large enough effect; inconclusive = small, poorly fitted or top-dose-only effect; inactive = no such curve, though single readings can be large or run the other way; tested in mouse RAW 264.7 cells; note: potency is the fitted concentration of half-maximal effect; % is set by controls: 0 for no effect and ±100 for the full control effect; nearly all actives have a fitted effect of over 55% in size
An asterisk follows results filed as active; u = inconclusive; x = not tested or not shown; [ ] = another dose, or the depositor's remark. Unless noted, calls come from the whole dose curve; as a rule, active = well fitted curve in the direction sought with a large enough effect; inconclusive = small, poorly fitted or top-dose-only effect, or another doubt; inactive = no such curve, though single readings can be large; an effect the other way counts as inactive or inconclusive.

SMILES | FLuc counter | ELG1 genotox | KCNH2 3.1 block | NPC1 promoter act | Rab9 prom act | VP16 counter | Tb PFK inh | Giardia kill | RORg inh | FBPA coupling cs | uPA surface inh
COc1cc(OC)c(C(=O)O/N=C(\N)c2ccc(C)cc2)cc1OC | u | 0% | 5 | -2% | 3% | -29% | 5% | 9 | -35% | 0 | -10%
Cc1ccc(C)c(C(=O)Nc2ccncc2)c1 | -2% | -5% | -4 | 0% | 0% | -3% | 1% | -1 | 16% | 1 | 2%
CCNC(=O)NC(=O)CSc1nnc(-c2c[nH]c3ccccc23)o1 | -8% | -3% | 4 | -2% | 3% | -4% | -6% | -10 | 2% | 1 | 2%
COc1ccc(/C=N/OC/C(O)=C(\C#N)c2nc3ccccc3[nH]2)cc1 | 1% | 12% | -12 | -1% | -1% | u | -2% | 0 | 11µM* | 1 | 0%
COCCn1c(CCC(=O)O)ccc1-c1cccs1 | 1% | 0% | -5 | 0% | -1% | -4% | 1% | 32[activator] | -11% | 0 | -6%
Fc1ccc(NC(=S)NC23CN4CN(CN(C4)C2)C3)cc1 | -1% | 2% | 4 | 0% | -2% | -13% | 4% | 3 | -1% | 1 | 1%
Cc1cc(NC(=O)c2cc(-c3ccc4c(c3)OCO4)on2)n(-c2ccccc2)n1 | -10% | 2% | -13 | -4% | 4% | -10% | 1% | -11 | -38% | 1 | x
Cc1nn(-c2ccccc2)c(=S)c2ccccc12 | 3% | 1% | -19 | -1% | 2% | 19% | 1% | 7 | -4% | 1 | 7%
CCC(C(=O)NCc1ccco1)n1nc(C)n2c(cc3occc32)c1=O (stereo unspecified) | 1% | 3% | 3 | 1% | -1% | 4% | -1% | -8 | 24% | -3 | 3%
Nc1ccc[n+](CC(=O)c2ccccc2)c1 | 5% | 0% | -1 | -3% | 4% | -2% | -4% | -21 | -9% | 0 | 5%
COc1ccc(C(=O)NNC(=O)Cn2nnc(-c3ccc(OC)c(OC)c3)n2)cc1 | 0% | 0% | 4 | -5% | -9% | 1% | 3% | -11 | 8% | 5 | 14%
Cc1cccc(C2=NN(c3ccc(Br)cc3)[C@@H](C(=O)N3CCOC3=O)[C@@H]2C)c1 | x | 5% | -50 | x | x | 5% | 4% | -18 | 2% | -7 | -19%
CSc1ccc(S(=O)(=O)NCC(=O)OCC(=O)NCCc2ccccc2)cc1[N+](=O)[O-] | 0% | -8% | -3 | 0% | 1% | x | -4% | 1 | x | x | 1%
N#Cc1c(N)nc2c(c1-c1ccc(F)cc1)c(=O)nc1sccn12 | -4% | 0% | 2 | 4% | -4% | -12% | -3% | -25 | 22% | 3 | -12%
COC(=O)[C@H](CCSC)NC(=O)[C@@H](Cc1cnc[nH]1)NC(=O)OCc1ccccc1 | 2% | -3% | -3 | -3% | 0% | 6% | 0% | -10 | 9% | 4 | 1%
CCOc1ccc2nc(NC(NC(=O)CC)(C(=O)OC)C(F)(F)F)sc2c1 (stereo unspecified) | 3% | 0% | 9 | -3% | 2% | 0% | 3% | -15 | 14% | -4 | x
C=CCOc1cccc(CNn2nnnc2N)c1 | 5% | 0% | -22 | -2% | -5% | 4% | 0% | 6 | -1% | 3 | 4%
Cc1cc(=O)oc2cc(OCC(=O)NCc3cccnc3)ccc12 | 5% | 4% | 15 | -7% | 2% | 0% | 1% | 7 | 1% | 0 | 1%
Cc1ccc(NC(=O)OCC(F)(F)C(F)F)cc1NC(=O)OCC(F)(F)C(F)F | -13% | -9% | -23 | 7% | -1% | -1% | 1% | 0 | 44% | -1 | 4%
O=C(CSc1ncccc1C(=O)O)c1ccccc1F | u | 3% | 0 | 10% | 20% | -7% | 0% | -8 | 42% | -1 | 4%
O=c1oc2ccccc2nc1/C=C(\O)c1ccc(Br)cc1 | 24µM* | 0% | -6 | 9% | 12% | -6% | -20% | 10 | -10% | 10 | u
CCc1ccc(OCC(=O)NC(NC(=S)Nc2ccc(Cl)cc2)C(Cl)(Cl)Cl)cc1 (stereo unspecified) | 1% | -6% | -9 | -7% | -6% | u | -2% | 6 | 8%[10 µM] | 1 | -9%
COc1ccnc(N=CNOCc2ccc(Cl)cc2)c1C#N | -19% | 6% | 4 | 4% | 23% | -7% | -1% | 11 | -8% | 10 | 0%
Cc1cc2ccccc2n1CCNC(=O)c1ccc(Br)o1 | u | 10% | 7 | u | u | -15% | -1% | -23 | -35% | -16 | -30%
Cc1ccc(CNC(=O)CNC(=O)c2ccc(Br)o2)cc1 | 2% | -1% | -1 | 0% | -1% | -7% | 1% | -7 | -32% | x | 3%

Among those listed so far, these contain an aryl thioether with sulfur outside any ring.
SMILES | FLuc counter | ELG1 genotox | KCNH2 3.1 block | NPC1 promoter act | Rab9 prom act | VP16 counter | Tb PFK inh | Giardia kill | RORg inh | FBPA coupling cs | uPA surface inh
CCNC(=O)NC(=O)CSc1nnc(-c2c[nH]c3ccccc23)o1 | -8% | -3% | 4 | -2% | 3% | -4% | -6% | -10 | 2% | 1 | 2%
CSc1ccc(S(=O)(=O)NCC(=O)OCC(=O)NCCc2ccccc2)cc1[N+](=O)[O-] | 0% | -8% | -3 | 0% | 1% | x | -4% | 1 | x | x | 1%
O=C(CSc1ncccc1C(=O)O)c1ccccc1F | u | 3% | 0 | 10% | 20% | -7% | 0% | -8 | 42% | -1 | 4%

Further compounds
SMILES | FLuc counter | ELG1 genotox | KCNH2 3.1 block | NPC1 promoter act | Rab9 prom act | VP16 counter | Tb PFK inh | Giardia kill | RORg inh | FBPA coupling cs | uPA surface inh
O=C(c1ccccc1NS(=O)(=O)c1ccccc1[N+](=O)[O-])N1CCCC1 | 4% | 1% | x | 0% | -1% | 5% | -3% | -6 | -10% | x | 2%
C=CCOc1ccc2c(c1)C(=NO)c1cc(OCC=C)ccc1-2 | u | 3% | -10 | -2% | 1% | -8% | 4% | -6 | -8% | -2 | 9%
COc1ccccc1C(=O)N1CCN=C1c1ccccc1 | 9% | -1% | -3 | 2% | 0% | 0% | -9% | -14 | -14% | 1 | -1%
CCOC(=O)CC1C(=O)NCCN1Cc1cccc(C(F)(F)F)c1 (stereo unspecified) | 1% | 0% | -6 | 1% | -3% | 0% | -4% | 19 | -17% | -4 | 9%
O=C(Cn1cnc2sc3c(c2c1=O)CCCC3)NCC(=O)Nc1ccc(F)cc1F | -3% | -2% | 2 | -12% | -5% | 2% | 0% | -15 | u | x | -2%
O=Cc1cnc2ccccc2c1-c1ccccc1 | 2% | 2% | -12 | -6% | -7% | -3% | 0% | 2 | 17% | 4 | -2%
C(=Nc1ccc(Nc2ccccc2)cc1)c1ccc2ccccc2c1 | u | -1% | -32 | -12% | -2% | 13µM* | -1% | -6 | u | -4 | -15%
Cc1ccc(S(=O)(=O)NCCC(=O)NNC(=O)c2ccccc2Cl)cc1C | -2% | -2% | 13 | -3% | -2% | x | -4% | 45[activator] | x | x | 14%
Cc1ccc(S(=O)(=O)Nc2c(Cl)c(Cl)c(O)c3ccccc23)cc1 | -8% | -10% | x | 16% | 16% | u | 15µM* | x | 18µM* | -11 | x
O=C(NCCCN1CCOCC1)c1ccc(CS(=O)(=O)Cc2ccccc2Cl)o1 | -1% | 0% | 12 | 1% | -4% | -11% | 1% | 9 | 5% | -1 | 6%
O=C(CSc1ncnc2sc(-c3ccccc3)cc12)NC1CCS(=O)(=O)C1 (stereo unspecified) | u | -4% | -9 | -4% | 1% | 4% | -1% | 2 | u | 4 | -2%

Ordered by the number under uPA surface inh (lowest first): three from the list above
Structure	uPA surface inh
O=C(Cn1cnc2sc3c(c2c1=O)CCCC3)NCC(=O)Nc1ccc(F)cc1F	-2%
Cc1nn(-c2ccccc2)c(=S)c2ccccc12	7%
Cc1ccc(S(=O)(=O)NCCC(=O)NNC(=O)c2ccccc2Cl)cc1C	14%
